Screening data as filed in PubChem.
CHRM5 agonist – CHRM5 agonism in calcium assay; actives 0.19% (n = 360,000); AID 624037; CHO-K1 hM5 cells, Fluo-8 calcium fluorescence; 0% DMSO wells, 100% maximal acetylcholine response; activation, % at 3 µM;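 active = activation above the run's mean over test compounds plus 3 SD, cut at about 23% in these data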;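 also: signal is peak over basal fluorescence ratio across the kinetic read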
Target sequence (P08912 whole entry, looked up): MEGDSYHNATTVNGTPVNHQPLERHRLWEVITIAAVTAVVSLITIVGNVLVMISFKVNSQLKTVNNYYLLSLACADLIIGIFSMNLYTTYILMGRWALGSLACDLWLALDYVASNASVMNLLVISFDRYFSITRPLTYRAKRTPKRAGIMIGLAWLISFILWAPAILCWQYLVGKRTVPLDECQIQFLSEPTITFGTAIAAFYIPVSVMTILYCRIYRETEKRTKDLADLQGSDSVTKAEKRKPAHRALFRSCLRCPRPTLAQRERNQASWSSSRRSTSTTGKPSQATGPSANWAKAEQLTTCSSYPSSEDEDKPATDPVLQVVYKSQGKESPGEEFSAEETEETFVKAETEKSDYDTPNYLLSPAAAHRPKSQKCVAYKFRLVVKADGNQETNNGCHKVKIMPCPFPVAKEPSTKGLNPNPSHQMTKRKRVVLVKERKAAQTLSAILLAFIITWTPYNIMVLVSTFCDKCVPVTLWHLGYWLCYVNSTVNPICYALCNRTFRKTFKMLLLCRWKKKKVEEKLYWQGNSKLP
CHO-K1 Ca ag – M1 agonist counterscreen hit in parental CHO-K1 cells; Fluo-8 calcium fluorescence; scaled to maximal ATP response, vehicle zero; activation, % at 3 µM; actives 0.48% (n = 360,000); AID 602248; in the data active = activation above about 15%;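 also: untransfected CHO-K1 host cells lacking M1 receptor as counterscreen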
M4 PAM – positive allosteric modulators of human muscarinic M4 receptor; CHO-K1 hM4/Gqi5, Fluo-8 calcium fluorescence, ACh EC20; 0% = ACh EC20, 100% = maximal ACh; activation, % at 3 µM; actives 0.4% (n = 360,000); AID 624126;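 active = activation above its plate's cutoff, the mean activation of sample wells plus 3 SD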; also: some results filed as inactive read as strong as hits
Target sequence (P08173 whole entry, looked up): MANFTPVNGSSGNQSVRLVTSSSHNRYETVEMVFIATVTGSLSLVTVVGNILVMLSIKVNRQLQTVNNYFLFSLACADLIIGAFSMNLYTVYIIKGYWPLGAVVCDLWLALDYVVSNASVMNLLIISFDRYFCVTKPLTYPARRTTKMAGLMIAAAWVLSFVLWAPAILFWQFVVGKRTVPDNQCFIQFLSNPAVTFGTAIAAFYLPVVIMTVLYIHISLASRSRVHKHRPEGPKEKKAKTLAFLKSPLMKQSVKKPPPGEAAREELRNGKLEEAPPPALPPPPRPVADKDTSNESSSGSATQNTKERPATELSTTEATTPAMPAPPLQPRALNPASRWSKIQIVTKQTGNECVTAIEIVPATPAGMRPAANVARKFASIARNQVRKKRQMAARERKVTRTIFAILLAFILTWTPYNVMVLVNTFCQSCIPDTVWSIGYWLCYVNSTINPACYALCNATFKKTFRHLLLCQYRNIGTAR
M1 PAM parental – nonselective activator or artifact in parental CHO-K1 calcium assay. actives 0.02% (n = 360,000). activation, % at 3 µM. ATP EC20, Fluo-8 calcium fluorescence; 0% at ATP EC20, 100% at ATP max;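 active = activation above the run cutoff, the mean activation of all test compounds plus 3 SD, cut at about 40% in these data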;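 also: peak over basal fluorescence ratio in a 140 s read after ATP addition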
CHO-K1 Ca antag – nonselective inhibitor or artifact in parental CHO-K1 cells. inhibition, % at 3 µM. actives 0.6% (n = 360,000). ATP-induced calcium, Fluo-8 fluorescence. AID 602250;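 active = inhibition above a per-plate cutoff, the plate's mean sample inhibition plus 3 SD, cut at about 24% in these data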;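 also: 0% = DMSO plus EC80 ATP and 100% = DMSO alone without ATP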
M4 antag – blocks acetylcholine activation of human M4 receptor | P08173 | CHO-hM4 cells, ACh EC80, Fluo-8 calcium fluorescence | inhibition, % at 3 µM | actives 0.73% (n = 360,000) | AID 624125;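 active = inhibition above its plate's cutoff, the mean inhibition of sample wells plus 3 SD, cut at about 27% in these data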;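 also: 0% = acetylcholine EC80 with DMSO and 100% = DMSO without agonist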
M5 PAM – CHRM5 positive allosteric modulation | CHO-K1 hM5, Fluo-8 calcium, ACh EC20 PAM; 0% = ACh EC20, 100% = ACh EC100 | activation, % at 3 µM | actives 0.3% (n = 360,000) | AID 624038;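 active = activation above the run cutoff, the mean activation of all test compounds plus 3 SD, cut at about 18% in these data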
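system = human M5 receptor in CHO-K1 cells | compound = one concentration, 3 µM final (nominal) | schedule = Post-acetylcholine fluorescence recording 140 s | signal = Fluo-8 calcium dye fluorescence, kinetic read | benchmarks = low control EC20 acetylcholine (0%), high control EC100 acetylcholine (100%) | repeats = singlicate, one well per test compound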
M5 antag – blocks acetylcholine activation of human M5 receptor; P08912; CHO-hM5 cells, Fluo-8 calcium fluorescence, ACh EC80; inhibition, % at 3 µM; actives 0.59% (n = 360,000); AID 624040;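 active = inhibition above a per-plate cutoff, the mean of that plate's test compounds plus 3 SD, cut at about 27% in these data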;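 also: 0% = acetylcholine EC80 with DMSO and 100% = DMSO without agonist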
CHRM4 agonist – CHRM4 agonism in calcium assay; CHO-K1 hM4/Gqi5, Fluo-8 calcium fluorescence; vehicle 0%, full acetylcholine response 100%; activation, % at 3 µM; actives 0.14% (n = 360,000); AID 624127;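 active = activation above the run mean over all test wells plus 3 SD, cut at about 32% in these data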;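 also: peak over basal fluorescence ratio per well then scaled between controls; 0% = DMSO wells and 100% = acetylcholine at EC100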
The depositor's hits bear a star.

Structure	CHRM5 agonist	CHO-K1 Ca ag	M4 PAM	M1 PAM parental	CHO-K1 Ca antag	M4 antag	M5 PAM	M5 antag	CHRM4 agonist
Cc1sc2ncnc(N3CCN(S(=O)(=O)c4ccc(Br)cc4)CC3)c2c1C	-3	1.3	3	14	-7	2	4	0	0
Cc1ccc(-n2ncc3c2CC(C)(C)CC3NC(=O)CCc2c(C)noc2C)cc1 (configuration not stated)	-2	0.0	1	13	-15	-1	0	3	0
CNc1oc(-c2ccccc2Cl)nc1P(=O)(c1ccccc1)c1ccccc1	-4	-0.1	-5	10	1	-7	-3	1	-3
O=C(CN1CCC(O)(c2ccc3c(c2)OCO3)CC1)NC1CCCCC1	-3	0.3	5	18	-16	-2	8	2	1
CN(Cc1c(C(=O)N/N=C/c2cccc(O)c2)nnn1-c1nonc1N)c1ccccc1	0	2.1	-4	5	9	7	-3	1	9
COc1ccc(CN2CCNC(=O)C2CC(=O)NC2CCC2)c(OC)c1 (configuration not stated)	-4	0.2	8	2	-3	-3	-1	-1	0
CC(=O)Nc1ccc(S(=O)(=O)c2ccc([N+](=O)[O-])cc2)cc1	-1	3.5	8	-15	-13	-16	-4	3	3
CCOc1ccc(NC(=O)c2ccccc2NS(C)(=O)=O)cc1	0	0.9	-5	10	-6	3	-7	2	2
O=C(CCNS(=O)(=O)c1ccc(Cl)cc1)Nc1ccncc1	-4	1.0	2	2	-10	-6	-4	9	0
O=C(NCc1cccc(C(F)(F)F)c1)C1CCCN(c2cnccn2)C1 (configuration not stated)	-1	0.9	-8	-1	-13	-14	-6	2	2

Structures from the list above that contain sulfur, in the order listed:
Structure	CHRM5 agonist	CHO-K1 Ca ag	M4 PAM	M1 PAM parental	CHO-K1 Ca antag	M4 antag	M5 PAM	M5 antag	CHRM4 agonist
Cc1sc2ncnc(N3CCN(S(=O)(=O)c4ccc(Br)cc4)CC3)c2c1C	-3	1.3	3	14	-7	2	4	0	0
CC(=O)Nc1ccc(S(=O)(=O)c2ccc([N+](=O)[O-])cc2)cc1	-1	3.5	8	-15	-13	-16	-4	3	3
CCOc1ccc(NC(=O)c2ccccc2NS(C)(=O)=O)cc1	0	0.9	-5	10	-6	3	-7	2	2
O=C(CCNS(=O)(=O)c1ccc(Cl)cc1)Nc1ccncc1	-4	1.0	2	2	-10	-6	-4	9	0

(next part)
Structure	CHRM5 agonist	CHO-K1 Ca ag	M4 PAM	M1 PAM parental	CHO-K1 Ca antag	M4 antag	M5 PAM	M5 antag	CHRM4 agonist
O=S1(=O)[C@H]2C[C@@H]3C=C[C@@]2(CN1Cc1ccc(Cl)cc1)O3	-4	0.4	5	14	-13	-18	6	3	3
COc1cccc(NC(=O)CN(C)C(=O)c2ccc3ccccc3c2)c1	-2	2.0	7	12	-2	5	2	-3	1
O=C(Cn1nnc(-c2ccncc2)n1)N(C1CCCCC1)C1CCCCC1	-4	0.4	-2	11	-7	10	2	3	0
N#CC1=C(N)C2=C(N3CCCCC3)CCCC2C1(C#N)C#N (configuration not stated)	1	0.4	4	20	-16	-3	4	-2	0
CCC(C)C(=O)Nc1cc(OC)c(OC)cc1C(=O)O (configuration not stated)	-3	-0.1	-8	2	-7	-15	0	-5	1
O=C(CCCOc1ccc(Cl)cc1Cl)NN1CCOCC1	0	0.7	5	16	-4	7	-6	8	1
CCCN1C(=O)C2(SC(NC(C)=O)=NN2C(C)=O)c2cc(C)cc(C)c21 (configuration not stated)	-3	1.1	-4	11	7	4	-5	17	1
O=c1cc(Nc2ccc3c(c2)OCCO3)[nH]c(=O)n1-c1ccc(Br)cc1	4	1.2	7	6	-10	-2	-6	5	2
COc1ccccc1NC(=O)NC1(C)CCS(=O)(=O)C1 (configuration not stated)	-1	0.3	-1	-6	-5	3	4	1	3
COc1ccc(N2CCN(S(=O)(=O)CCNC(=O)c3ccco3)CC2)cc1	3	-0.1	6	-31	14	-4	4	-2	1

Structure	CHRM5 agonist	CHO-K1 Ca ag	M4 PAM	M1 PAM parental	CHO-K1 Ca antag	M4 antag	M5 PAM	M5 antag	CHRM4 agonist
CN(NC(=O)C(=O)NCc1ccco1)C(=O)Nc1ccc(Cl)cc1	11	9.7	4	-5	27*	8	-20	37*	18
CCOC(=O)c1ccc(NC(=O)c2ccc(CN3CCOCC3)cc2)cc1	-3	5.7	-10	5	3	5	-13	10	12
Cc1cccc(-n2c(CCn3nc(C)c([N+](=O)[O-])c3C)n[nH]c2=S)c1	3	0.2	4	-10	-2	13	-2	4	1
CC(=O)/C(N=Nc1ccc(OC(F)(F)F)cc1)=C(\C)O	0	0.2	9	4	-10	-7	5	2	1
COc1cccc(NC(=O)NNC(=O)CN2C(=O)COc3ccccc32)c1	-2	-0.6	2	-15	10	3	-3	16	1
COc1ccccc1C(=O)C(=O)c1ccccc1OC	-2	0.2	0	17	-14	8	5	2	1
CCSc1nnc(NC(=O)CSc2c(Cl)cccc2Cl)s1	0	1.1	-6	22	-12	1	-7	7	1
COc1ccc(CC(=O)NNS(=O)(=O)c2cccc([N+](=O)[O-])c2)cc1OC	-4	0.8	3	11	-15	-10	3	3	1
Cc1ccc(S(=O)(=O)N/N=C(\c2ccccc2)C2CC2)cc1	-2	-0.2	3	-7	-5	-7	-2	-13	-1
CCN(CC)C(=O)C(Cc1ccccc1)N1C(=O)c2ccccc2C1=O (configuration not stated)	1	0.2	12	-1	-5	-9	6	-1	1

2 consecutive records out of the list so far:
Structure	CHRM5 agonist	CHO-K1 Ca ag	M4 PAM	M1 PAM parental	CHO-K1 Ca antag	M4 antag	M5 PAM	M5 antag	CHRM4 agonist
CN(NC(=O)C(=O)NCc1ccco1)C(=O)Nc1ccc(Cl)cc1	11	9.7	4	-5	27*	8	-20	37*	18
CCOC(=O)c1ccc(NC(=O)c2ccc(CN3CCOCC3)cc2)cc1	-3	5.7	-10	5	3	5	-13	10	12

Additional structures:
The line under a structure holds: CHRM5 agonist, CHO-K1 Ca ag, M4 PAM, M1 PAM parental, CHO-K1 Ca antag, M4 antag, M5 PAM, M5 antag, CHRM4 agonist
- COc1cccc(OC)c1Oc1ccc(C(F)(F)F)cn1
 : 0, -0.3, -6, 8, -13, 6, -2, 7, -1
- COc1ccc(Cl)cc1NC(=O)CN1C(=O)CCS(=O)(=O)c2ccccc21
 : 0, 1.0, 4, 4, 7, 0, -3, -5, 1
- O=C(Cc1ccc(Cl)cc1)NCCCn1ccnc1
 : -2, 12, 0, 19, 2, 2, 5, 3, 1
- CCO[C@H]1OC(C(=O)N2CCCCCCC2)=C[C@@H](c2ccccc2)[C@@H]1CCCO
 : 1, -0.2, 4, 13, -16, -7, 1, 14, 1
- O=C(CC1Sc2ccccc2NC1=O)NNc1ccc(Cl)cc1Cl (configuration not stated)
 : 0, -0.3, -2, 7, -13, -1, 13, -6, 3
- CN1CCC[C@H]1CCNC(=O)c1c(-c2ccsc2)sc2ccccc12
 : -12, 0.6, 3, 7, -5, 2, -10, 10, 0
- CCCOc1ccc(N2C(=O)C3ON(c4ccccc4)C(c4ccc(O)c(OC)c4)C3C2=O)cc1 (configuration not stated)
 : -3, 1.8, -7, 17, 2, 0, -18, -1, 7
- COc1ccc(OC)c(-n2c(SCC(N)=O)nnc2-c2c[nH]c3ccccc23)c1
 : 2, -0.5, 2, -3, 3, 2, -1, 2, 1
- CC(C)CN(C(=O)CN(C)C(=O)Cc1ccccc1Cl)c1c(N)n(CC(C)C)c(=O)[nH]c1=O
 : -2, 0.9, 2, 15, -5, 0, -3, 15, 1
- CC1Cn2c(nc3sc4c(c3c2=O)CC(C)(C)OC4)N1CCO (configuration not stated)
 : -3, 2.5, 3, -8, 10, -2, 9, 0, 0
- COc1ccc(NC(=O)C/C(C)=N/NC(=O)CCc2ccccc2)c(OC)c1
 : -2, -0.4, 3, -23, 3, -16, 0, -4, 0
- CN(c1cccc(NC(=O)CSc2ccc(Cl)cc2)c1)S(C)(=O)=O
 : 11, 9.7, -7, 7, -10, 9, -10, -1, 11
- CCOC(=O)c1c(C)c(C(=O)NCCCN2CCCC2=O)c(C)n1CC
 : 2, 0.0, -3, -9, 2, 5, -1, 5, 0
- Cc1ccc(CSc2nnc(-c3ccccc3N)c(=O)[nH]2)cc1
 : 1, 1.3, 1, 3, -18, -2, -6, 0, 6
- CC(C)CN(C(=O)COC(=O)CCc1nc2ccccc2s1)c1c(N)n(Cc2ccccc2)c(=O)[nH]c1=O
 : 4, -0.2, 17, -29, -1, -4, 4, -4, 1

The line under a structure holds: CHRM5 agonist, CHO-K1 Ca ag, M4 PAM, M1 PAM parental, CHO-K1 Ca antag, M4 antag, M5 PAM, M5 antag, CHRM4 agonist
- NS(=O)(=O)c1ccc(CCNC(=O)CN2C(=O)COc3ccc(S(=O)(=O)N4CCCC4)cc32)cc1
 : -7, 0.3, 14, 6, -16, -18, 1, 1, 1
- CCCCNC(=O)Nc1nnc(-c2ccc(OCC)cc2)o1
 : -1, 0.1, -2, 4, -8, 0, 0, 6, 0
- Cn1nnnc1SCCNC/C=C/c1ccccc1
 : -6, 0.8, -9, 13, -8, 7, 1, -4, 0
- O=C(NCC(c1ccco1)N1CCOCC1)c1ccc(C(F)(F)F)cc1 (configuration not stated)
 : 1, 0.3, 11, 5, -8, -5, 4, 6, 0
- CCn1nc([N+](=O)[O-])c(C(C#N)c2nc3ccccc3n2C)c(Cl)c1=O (configuration not stated)
 : -1, -0.3, 5, 6, -7, -3, -4, 4, 1
- CC(=O)c1cccc(NC(=S)NNC(=O)c2ccc(C)c([N+](=O)[O-])c2)c1
 : 2, -0.6, 3, 10, -4, -16, 12, 8, 0
- NC(=O)c1ccc(N2CCCCC2)c(N2C(=O)CCC2=O)c1
 : -1, 0.1, 2, 9, -8, 2, -2, 6, 1
- COc1ccc(OC)c(NC(=O)CC2SC(=Nc3ccc(F)cc3)N(CCC3=CCCCC3)C2=O)c1 (configuration not stated)
 : 0, 9.8, -2, 16, 6, -9, -5, 1, 1
- CC12CCC(=O)N1C(C(=O)N1CCN(c3ccc(C(F)(F)F)cc3[N+](=O)[O-])CC1)CS2 (configuration not stated)
 : -3, 1.5, -2, -13, 4, 11, 3, -3, 1
- CCCC1(C(=O)OC)NC(c2ccc(OC)c(OC)c2)C2C(=O)N(c3cccc(C(C)=O)c3)C(=O)C21 (configuration not stated)
 : -3, 0.1, -5, -20, 10, -5, 7, 10, 2
- CCN(CC)c1ncnc2c1ncn2[C@H]1CN(Cc2ccc(OC)cc2)C[C@@H](CO)O1
 : 3, 0.5, -1, -11, 10, -12, 1, 0, 1
- CC1(C(=O)Nc2ccc3c(c2)OCCO3)CCN1Cc1csc2ccccc12 (configuration not stated)
 : -3, 1.1, -6, 16, -17, -4, -1, -2, 2
- CC(=O)N1CCc2cc(S(=O)(=O)NC(C(=O)Nc3ccc4c(c3)OCCO4)C(C)C)ccc21 (configuration not stated)
 : -3, 0.0, 10, 16, -7, -10, 4, -10, 0
